NCI-60 one-dose screen, 48 h, at 10 µM unless noted. Numbers give growth in % (100 = growth as untreated, 0 = no growth, -100 = all killed).
SR: SR leukemia cells; hit rate 8.7% among 73,000; AID 1794780
MDA-MB-468: MDA-MB-468 breast cancer; AID 2202374; hit rate 8.5% among 78,000
MDA-MB-231: MDA-MB-231 breast cancer. hit rate 5% among 81,000
MOLT-4: MOLT-4 leukemia cells | hit rate 6.9% among 80,000 | AID 1794779
K-562: K-562 leukemia; hit rate 7.4% among 78,000; AID 1794777
MCF7: MCF7 breast cancer; AID 1794796; hit rate 6.3% among 82,000
MDA-MB-435: MDA-MB-435 melanoma | hit rate 7.8% among 82,000
RPMI-8226: RPMI-8226 leukemia cells; hit rate 7.5% among 77,000; AID 1794781
An asterisk follows results filed as active; . = no result given; [ ] = another dose, or the depositor's remark. Rule for the calls: active = growth percent below 10; inactive = the rest.

Abbreviations: A = SR; B = MDA-MB-468; C = MDA-MB-231; D = MOLT-4; E = K-562; F = MCF7; G = MDA-MB-435; H = RPMI-8226
O=C1NC(=O)C(Cc2ccc(OCc3ccc(-c4ccc(Br)cc4)cc3)cc2)S1 (stereo not given)
  A: 66	B: 31	C: 84	D: 73	E: 50	F: 80	G: 85	H: 60
COc1ccc2oc3c(C)c4c(c(C)c3c2c1)C(=O)N(N)C4=O
  A: 107	B: 109	C: 98	D: 98	E: 99	F: 77	G: 96	H: 98
Nc1nc(-c2ccccn2)cc(-c2cc(-c3ccccn3)nc(N)n2)n1
  A: 92	B: 99	C: 102	D: 106	E: 114	F: 92	G: 119	H: 111
CCN(CC)CCn1c2ccc(OC)cc2c2sc3cc(O)ccc3c(=O)c21
  A: 3.0*	B: 60	C: 54	D: 8.3*	E: 6.4*	F: 9.4*	G: 49	H: 21
Cc1nc2sc(C(=O)Nc3cccc(Cl)c3C)c(N)c2cc1C(=O)c1ccccc1
  A: 20	B: -4.3*	C: 39	D: 16	E: 14	F: 11	G: -37*	H: 6.3*
CCCCC(CC)C(=O)CC(C)=O (stereo not given)
  A: 77	B: 102	C: 104	D: 86	E: 95	F: 93	G: 97	H: 100
O=CN1N=C(c2ccc(Nc3ccnc4cc(Cl)ccc34)cc2)CC1c1ccccc1 (stereo not given)
  A: .	B: 3.1*	C: 33	D: 14	E: 12	F: 18	G: 8.6*	H: 17
O=[N+]([O-])c1ccc(OCc2ccccc2)cc1
  A: 93	B: 101	C: 98	D: 85	E: 78	F: 111	G: 95	H: 80
COc1ccc(CCn2c(=N)c(C(=O)NCc3cccnc3)cc3c(=O)n4cccc(C)c4nc32)cc1
  A: 10	B: 74	C: 47	D: 61	E: 17	F: 73	G: 67	H: 51
COc1cc(-c2nc(SCC(C)C)nc(Nc3ccc(S(N)(=O)=O)cc3)c2C#N)cc(OC)c1OC
  A: 76	B: 116	C: 65	D: 85	E: 93	F: 104	G: 98	H: 98
COc1ccc(C(=O)CSc2nccc(Nc3ccc(S(=O)(=O)Nc4cc(C)on4)cc3)n2)cc1
  A: .	B: 111	C: 113	D: 116	E: 119	F: 102	G: 111	H: 106
NCCOCCOc1nc(Oc2ccccc2C(=O)O)cc(-c2ccco2)n1
  A: 98	B: 128	C: 100	D: 94	E: 116	F: 99	G: 102	H: 103
CC1C(=O)CC2C3(C)CCC2(C(C)C(=O)O)C(=O)C13 (stereo not given)
  A: 92	B: 103	C: 117	D: 80	E: 97	F: 100	G: 110	H: 107
N=C(N)c1ccc(-c2ccc(-c3ccccc3)o2)cc1
  A: -29*	B: -69*	C: -58*	D: -56*	E: -33*	F: -57*	G: -91*	H: -37*
O=C1OC(c2ccc3ccccc3c2O)(c2ccc3ccccc3c2O)c2ccccc21
  A: .	B: 92	C: 72	D: .	E: .	F: 89	G: 94	H: 61
N#C/C(=C\c1ccc(O)cc1)n1nnc2ccccc21
  A: 66	B: 85	C: 100	D: 75	E: 74	F: 97	G: 77	H: 77
COc1ccc2nc(NC(=O)CSC(=S)N3CCN(c4ccccc4)CC3)sc2c1
  A: 100	B: 117	C: 114	D: 99	E: 94	F: 92	G: 110	H: 103
Cc1cccc(CSc2nc(N)nc3nc[nH]c23)n1
  A: 106	B: 92	C: 98	D: 106	E: 108	F: 95	G: 101	H: 117
CC(C)Cc1ccc(C(C)C(=O)NCc2ccc(Cn3c(=O)sn(-c4ccccc4)c3=O)cc2)cc1 (stereo not given)
  A: 114	B: 90	C: 107	D: 104	E: .	F: 97	G: 104	H: 100
O=S(=O)(O)c1cc2onnc2c2ccccc12
  A: 91	B: 115	C: 101	D: 97	E: 105	F: 103	G: 117	H: 112
Nc1nc2ccc(Cl)cc2[nH]1
  A: 82	B: 105	C: 96	D: 109	E: 64	F: 100	G: 108	H: 98
N=c1scc(-c2ccc(Cl)cc2)n1CC(=O)N1CCN(c2ccccc2)CC1
  A: 88	B: 90	C: 114	D: 87	E: 85	F: 91	G: 92	H: 83
COc1ccc(C(OC(=O)C2CCc3cc(F)ccc3O2)C(=O)NC(C)(C)C)cc1 (stereo not given)
  A: 97	B: 98	C: 94	D: 102	E: 102	F: 92	G: 98	H: 99
NCC(O)CC(=O)O (stereo not given)
  A: 132	B: 95	C: 98	D: 138	E: .	F: 101	G: 101	H: .
CCCCCCCc1nc2c(c(=O)n(C)c(=O)n2C)n1C
  A: 84	B: 79	C: 94	D: 88	E: 83	F: 91	G: 106	H: 73
CC(CCN1CCN(CCC(C)CC(C)(C)C)S1(=O)=O)CC(C)(C)C (stereo not given)
  A: 99	B: 110	C: 110	D: 103	E: 99	F: 111	G: 111	H: 109
CCN(CC)C(=O)COc1ccc(C=C2C(=O)NC(=S)NC2=O)cc1
  A: 96	B: 100	C: 91	D: 102	E: 104	F: 95	G: 103	H: 111
Cc1cc(Cl)nc(Cl)c1C#N
  A: 100	B: 106	C: 111	D: 102	E: 105	F: 109	G: 106	H: 107
CS(=O)(=O)c1ccc(-c2nc3ccccc3n2CC(=O)NO)cc1
  A: 105	B: 103	C: 100	D: 108	E: 109	F: 90	G: 95	H: 103
CC1=N/C(=N\c2nc3cc(C)c(C)cc3[nH]2)NC(=O)CC1
  A: 93	B: .	C: 90	D: 94	E: 85	F: 88	G: 96	H: 77

One compound at a time, as listed above:
CC1=N/C(=N\c2nc3cc(C)c(C)cc3[nH]2)NC(=O)CC1 as listed: SR: 93; MDA-MB-468: .; MDA-MB-231: 90; MOLT-4: 94; K-562: 85; MCF7: 88; MDA-MB-435: 96; RPMI-8226: 77
N=C(N)c1ccc(-c2ccc(-c3ccccc3)o2)cc1 as listed: SR: -29*; MDA-MB-468: -69*; MDA-MB-231: -58*; MOLT-4: -56*; K-562: -33*; MCF7: -57*; MDA-MB-435: -91*; RPMI-8226: -37*

Reprinted at random: two compounds from above.
Abbreviations: A = SR; B = MDA-MB-468; C = MDA-MB-231; D = MOLT-4; E = K-562; F = MCF7; G = MDA-MB-435; H = RPMI-8226
O=S(=O)(O)c1cc2onnc2c2ccccc12
  A: 91	B: 115	C: 101	D: 97	E: 105	F: 103	G: 117	H: 112
CC1=N/C(=N\c2nc3cc(C)c(C)cc3[nH]2)NC(=O)CC1
  A: 93	B: .	C: 90	D: 94	E: 85	F: 88	G: 96	H: 77

Part of the list above in another layout:
COc1ccc(CCn2c(=N)c(C(=O)NCc3cccnc3)cc3c(=O)n4cccc(C)c4nc32)cc1
- SR: 10
- MDA-MB-468: 74
- MDA-MB-231: 47
- MOLT-4: 61
- K-562: 17
- MCF7: 73
- MDA-MB-435: 67
- RPMI-8226: 51

CCCCC(CC)C(=O)CC(C)=O (stereo not given)
- SR: 77
- MDA-MB-468: 102
- MDA-MB-231: 104
- MOLT-4: 86
- K-562: 95
- MCF7: 93
- MDA-MB-435: 97
- RPMI-8226: 100

(listing goes on)
Abbreviations: A = SR; B = MDA-MB-468; C = MDA-MB-231; D = MOLT-4; E = K-562; F = MCF7; G = MDA-MB-435; H = RPMI-8226
COc1cc(/C=C2\Oc3cc(OCCN4CCCC4)ccc3C2=O)cc(OC)c1
  A: 64	B: 84	C: 88	D: 100	E: 27	F: 80	G: 93	H: 89
Cc1ccc(NCCNCC(C)(C)O)c2c(=O)c3ccc(Cl)cc3sc12
  A: -31*	B: -29*	C: -37*	D: -31*	E: -63*	F: -73*	G: -85*	H: -13*
SCCNCc1ccccc1
  A: 90	B: 106	C: 124	D: 105	E: 107	F: 106	G: 106	H: 92
COc1ccc(C2=C(c3ccc(OC)cc3)C3(c4ccccc4)C(=O)C2(c2ccccc2)C2C(=O)N(c4ccc(C)cc4)C(=O)C23)cc1 (stereo not given)
  A: 87	B: 94	C: 102	D: 88	E: 86	F: 97	G: 106	H: 88
CC(=O)Nc1ccc(-c2cn(-c3cccc(C(=O)Nc4cc(C(F)(F)F)cc(C(F)(F)F)c4)c3)nn2)cn1
  A: .	B: -47*	C: -73*	D: -37*	E: -66*	F: -25*	G: -34*	H: -44*
Cc1cc(C)nc(SC2=C(Nc3ccc(O)cc3)C(=O)N(Cc3ccccc3)C2=O)n1
  A: 74[40 µM]	B: .	C: 81[40 µM]	D: 58[40 µM]	E: 78[40 µM]	F: 77[40 µM]	G: 80[40 µM]	H: 39[40 µM]
CCC(=O)c1ccccc1C#N
  A: 104	B: 95	C: 98	D: 125	E: 115	F: 95	G: 101	H: 108
NC(=O)NC(CC(=O)O)C(=O)O (stereo not given)
  A: 86	B: 99	C: 118	D: 83	E: 95	F: 98	G: 91	H: 97
N#Cc1c(Cl)nc(SCc2ccc(F)cc2)nc1-c1ccc(Cl)cc1
  A: 100	B: 102	C: 100	D: 115	E: 99	F: 89	G: 102	H: 105
O=C(/C=C/c1sc(Cl)nc1Cl)c1ccccc1
  A: .	B: 55	C: 99	D: 32	E: 11	F: 33	G: 99	H: 14
O=C1C=Cc2ccccc2/C1=C\c1sc(NC(=O)c2ccccc2)nc1O
  A: 112	B: 92	C: 93	D: 99	E: 102	F: 93	G: 108	H: 104
CC(C)(O)C1=CC2=CC[C@@H]3C(C)(C)C(=O)CC[C@@]3(C)[C@@H]2CC1
  A: 94	B: 111	C: 103	D: 98	E: 99	F: 118	G: 105	H: 93
COc1ccc2cc(/C=C3\SC(=O)NC3=O)c(Cl)nc2c1
  A: 28	B: 90	C: 86	D: 72	E: 35	F: 42	G: 95	H: 87
COc1ccc(C(=S)N2CCN(c3ccccc3)CC2)cc1
  A: 101	B: .	C: 103	D: 100	E: 91	F: 90	G: 101	H: 95
Cn1cccc1-c1cc(-c2ccc(Br)cc2)n(N=O)c(=O)c1C#N
  A: 63	B: 97	C: 110	D: 84	E: 86	F: 102	G: 102	H: 95
CCc1c(C(=O)N[C@H]2c3cc(Cl)ccc3CC[C@H]2O)[nH]c(C)c1C(C)=O
  A: 67	B: 88	C: 70	D: 64	E: 45	F: 61	G: 82	H: 67
COc1cc(/C=C/c2ccc3c(Br)cc(Br)c(O)c3n2)ccc1O
  A: .	B: .	C: 53	D: .	E: -44*	F: 10	G: 32	H: .
COC(=O)C(C(=O)Cc1ccccc1[N+](=O)[O-])C(=O)OC
  A: .	B: 98	C: 91	D: 102	E: 112	F: 87	G: 97	H: 99
Cc1cc(C)cc(NC(=O)Cn2cc(COn3nnc4ccccc43)nn2)c1
  A: 90	B: 99	C: 106	D: 100	E: 102	F: 99	G: 100	H: 108
CCCCOc1nc2c(C)cccc2cc1-c1cc(-c2ccc(Cl)cc2)nc(-c2ccc(Cl)cc2)c1
  A: 92	B: 102	C: 89	D: 103	E: 91	F: 97	G: 102	H: .
COC(=O)C1=NNC(C(=O)OC)C1c1ccccc1 (stereo not given)
  A: 93	B: 123	C: 109	D: 103	E: 116	F: 100	G: 104	H: .
O=C(O)c1nnn(-c2ccc(Cl)cc2)c1-c1ccco1
  A: 94	B: 113	C: 100	D: 98	E: .	F: 98	G: 105	H: 98
COc1cccc(/C=N/N(C)c2c([N+](=O)[O-])cc(C(F)(F)F)cc2[N+](=O)[O-])c1O
  A: .	B: 80	C: 79	D: 98	E: 120	F: 70	G: 92	H: 92
Fc1ccc(C(c2ccc(F)cc2)N2CCN(C/C=C/c3ccccc3)CC2)cc1
  A: 46	B: 82	C: 65	D: 59	E: 40	F: 89	G: 85	H: 56
c1ccc2c(Nc3cccc4ccccc34)cccc2c1
  A: 32	B: 62	C: 46	D: 31	E: 11	F: 44	G: -28*	H: 68
O=S(=O)(Oc1ccc(-c2ccc3occc3c2)cc1)c1ccc(F)cc1
  A: 99	B: 79	C: 99	D: 90	E: 87	F: 94	G: 98	H: 95
Cc1[nH]c(C(=O)Nc2ccccc2OCc2cccc(C(=O)NC3CCCNC3)c2)c(Cl)c1Cl (stereo not given)
  A: -30*	B: -81*	C: -68*	D: -25*	E: -39*	F: -78*	G: -80*	H: -19*
O=c1nc(N2CCOCC2)oc2ccc(-c3cccc4c3sc3ccccc34)cc12
  A: 81	B: 80	C: 87	D: 109	E: 89	F: 79	G: 98	H: 96
Cc1ccc2c(Cn3cc(COc4ccc5c(c4)NC(=O)CC5)nn3)cc(=O)oc2c1
  A: 80	B: 75	C: 104	D: 82	E: 90	F: 81	G: 97	H: 93
COc1ccc2[nH]c(C(=O)OCc3ccc4c(Br)cc(Br)c(O)c4n3)cc2c1
  A: 2.8*	B: -77*	C: -74*	D: -8.9*	E: 1.4*	F: -37*	G: -72*	H: -24*
CC(C)N(CCCNC(=O)Nc1ccc(C(C)(C)C)cc1)C[C@H]1O[C@@H](n2ccc3c(N)ncnc32)[C@H](O)[C@@H]1O
  A: 107	B: 105	C: 103	D: 105	E: 98	F: 92	G: 101	H: 92
C=C(C)[C@@H]1CC[C@]2(C(=O)N3CCN(C)CC3)CC[C@]3(C)[C@H](CC[C@@H]4[C@@]5(C)CC[C@H](O)C(C)(C)[C@@H]5CC[C@]43C)[C@@H]12
  A: -20*	B: -67*	C: -63*	D: -36*	E: .	F: -80*	G: -82*	H: -40*

Look-ups from the results shown.
COC(=O)C(C(=O)Cc1ccccc1[N+](=O)[O-])C(=O)OC in RPMI-8226 has 99
Cc1cc(C)cc(NC(=O)Cn2cc(COn3nnc4ccccc43)nn2)c1 in K-562 has 102
CCc1c(C(=O)N[C@H]2c3cc(Cl)ccc3CC[C@H]2O)[nH]c(C)c1C(C)=O in MOLT-4 has 64
CC(C)N(CCCNC(=O)Nc1ccc(C(C)(C)C)cc1)C[C@H]1O[C@@H](n2ccc3c(N)ncnc32)[C@H](O)[C@@H]1O in K-562 has 98

Assay outcomes: PubChem BioAssay, NCI
